# High-throughput results from PubChem.
# PI5P4Ka inh – inhibitors of human PI5P4K alpha; P48426; AID 652105; 1.2% of 330,000 active; PI5P4Kalpha enzyme, ADP-Glo luminescence, 60 min; active compounds read low; max response, %; active = max response of -50% or lower; inconclusive = between -30% and -50%; inactive = -30% or higher; also: value at the top dose of about 77 µM; % is scaled to controls: 0 for no effect and ±100 for the full control effect
#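 Luminescence from ADP-Glo served as readout of PI5P4Kalpha activity in a qHTS format. Reaction: enzyme, substrate, compound, ATP at 5 microM final, 60 min at RT.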
# EPAC2 antag – blocks human EPAC2 exchange factor | Q8WZA2 | AID 720708 | Potency, µM (top dose mostly 114 µM), for inactives: at the top dose activity, negative = inhibition, usual class: inhibitors | 0.18% of 360,000 active | EPAC2 GEF exchange of Rap1B-BODIPY-GDP, fluorescence; also: potency is read from the fitted curve at half-maximal effect; % is scaled to controls: 0 for no effect and ±100 for the full control effect; nearly all actives have a fitted effect of over 45% in size; many of its hits are not listed in these tables
# EPAC1 ag – activates human EPAC1 exchange factor; O95398; AID 720707; EPAC1 agonist qHTS, biochemical assay; response scale: 100% = response to 6.5 mM cAMP; Potency, µM (doses to about 154 µM), for the others: top-dose activation, actives largely listed as activators; 0.073% of 360,000 active; also: potency is read from the fitted curve at half-maximal effect; nearly all actives have a fitted effect of over 60% in size
#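 Nucleotide exchange assay: 100 nM EPAC1 with 250 nM Rap1B loaded with BODIPY-GDP and 50 uM GDP, room temperature. Fluorescence (480/540 nm) read every 5 min for 30 min; signal change normalized to 6.5 mM cAMP as full agonist.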
# CCT chaperon mod – modulators of cytosolic chaperonin (CCT/TRiC) activity | purified chaperonin ATPase assay, HTRF ADP detection, 30 min | activity change, % (test concentration not listed), hits read low | 0.3% of 360,000 active; in the data active = activity change below about -30%; also: % is scaled to controls: 0 for no effect and ±100 for the full control effect
#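 Nucleotide hydrolysis assay: TRiC at 20–40 nM final (set by batch activity) with 10 uM ATP, 30 min at 37 °C, in presence of 76 uM compound. Detection by competitive ADP HTRF, 30 min ambient.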
# WRN helicase inh – WRN helicase (human) inhibition | WRN helicase unwinding, fluorescent forked duplex, kinetic | Potency, µM (doses to about 114 µM), without a hit: top-dose activity change, negative = inhibition, usual class: inhibitors | 0.46% of 360,000 active; also: potency is read from the fitted curve at half-maximal effect; % is scaled to controls: 0 for no effect and ±100 for the full control effect; nearly all actives have a fitted effect of over 55% in size
#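 Primary qHTS, 1536-well format. 20 nM WRN + compound, 15 min RT; start with 100 nM forked fluorophore/quencher duplex, 2 mM ATP (final); kinetic read ex 525/em 598 nm.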
# Mm-Cpn inhibitor – inhibitors of Methanococcus maripaludis chaperonin (MmCpn). purified Mm-Cpn ATPase, ADP Transcreener TR-FRET. Potency, µM (series often up to 76.9 µM), inactives show top-dose activity, negative = inhibition, most hits filed as inhibitors. 0.031% of 330,000 active. AID 504842; also: potency is read from the fitted curve at half-maximal effect; % is scaled to controls: 0 for no effect and ±100 for the full control effect; nearly all actives have a fitted effect of over 80% in size
#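 Measured: ADP formation by purified Mm-CPN. Conditions: 25 nM protein, 10 uM ATP, Tris pH 7.4 with Mg2+, K+ and DTT, 37°C for 30 min. Detection: Transcreener HTRF after 30 min at room temperature.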
# PLK1 PBD inh – blocks phosphopeptide binding to human PLK1 polo-box domain; Plk1 PBD binding of FITC phosphopeptide, fluorescence polarization; Potency, µM, inactives show max response, negative = inhibition, actives largely listed as inhibitors; 2.8% of 360,000 active; AID 720504; P53350; also: potency is read from the fitted curve at half-maximal effect; series mostly up to about 57 µM; % is scaled to controls: 0 for no effect and ±100 for the full control effect; nearly all actives have a fitted effect of over 65% in size
# EPAC1 antagonist – EPAC1 (human) antagonism | EPAC1 GEF assay, Rap1b-BODIPY-GDP exchange fluorescence | AID 720709 | Potency, µM (highest dose often 115 µM), for inactives: at the highest dose activity change, negative = inhibition, usual class: inhibitors | 0.14% of 360,000 active;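 also: potency is read from the fitted curve at half-maximal effect; plate controls were vehicle for no effect and positive control for full effect; nearly all actives have a fitted effect of over 50% in size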
# An asterisk follows results filed as active; ? = inconclusive; · = no result given; [ ] = another dose, or the depositor's remark. Unless noted, calls follow the shape of the dose curve; as a rule, active = well fitted curve in the direction sought with a large enough effect; inconclusive = small, poorly fitted or top-dose-only effect, or another doubt; inactive = no such curve, though single readings can be large; an effect the other way counts as inactive or inconclusive. Some of the compounds tested; rates above refer to the full screens.
# Keys – A = PI5P4Ka inh; B = EPAC2 antag; C = EPAC1 ag; D = CCT chaperon mod; E = WRN helicase inh; F = Mm-Cpn inhibitor; G = PLK1 PBD inh; H = EPAC1 antagonist
molecule: CC(C)C(NC(=O)COc1ccccc1)C(=O)O (centres undefined)
  A: ·	B: 5%	C: 2%	D: 1.3	E: 5%	F: 0%	G: 4%	H: 13%
molecule: Cn1c(SCC(=O)Nc2cccc(S(=O)(=O)NC3=NCCCCC3)c2)nnc1-c1ccccc1
  A: -2	B: 10%	C: 0%	D: -2.6	E: 4%	F: -4%	G: -4%	H: -5%
molecule: CN1C(C(=O)NCC2CC2)CC2Cn3c(nc4cc(Cl)c(Cl)cc43)C21 (centres undefined)
  A: 0	B: 0%	C: -21%	D: 1.3	E: 4%	F: -3%	G: 0%	H: 8%
molecule: COc1cc2c(cc1OC)CN(C(=O)C1CCCN1S(=O)(=O)c1ccc(F)cc1)CC2 (centres undefined)
  A: 3	B: 3%	C: -1%	D: 1.9	E: -1%	F: 3%	G: -10%	H: 27%
molecule: CCOC(=O)C1=C(CP(=O)(c2ccccc2)c2ccccc2)NC(=O)NC1c1ccc(OC)cc1 (centres undefined)
  A: 3	B: 20%	C: -13%	D: 1.7	E: -5%	F: 0%	G: 3%	H: 15%
molecule: Cc1c(C(=O)NCC2CCCO2)oc2ccc(Br)cc12 (centres undefined)
  A: -3	B: 3%	C: 2%	D: 1.6	E: -1%	F: -8%	G: -14%	H: 1%
molecule: O=C1Nc2ccccc2C(=O)C1(Cl)Cc1ccccc1 (centres undefined)
  A: -29	B: 7%	C: -7%	D: 0.4	E: 45µM*	F: 2%	G: 1.2µM*	H: -6%
molecule: Cc1ccc2c(C(=O)CN3CCOCC3)c(C)[nH]c2c1
  A: 1	B: -6%	C: 2%	D: -0.2	E: -11%	F: 1%	G: -5%	H: ?
molecule: COC(=O)[C@H](CCSC)NC(=O)Nc1ccc(OC)cc1
  A: 4	B: 0%[57.1 µM]	C: -3%	D: -2.4	E: 1%	F: 0%	G: 2%	H: 10%
molecule: C[C@H](CO)N1C[C@H](C)[C@@H](CN(C)Cc2ccccc2)OCc2cnnn2CCCC1=O
  A: 7	B: 7%	C: -8%	D: -1.2	E: -3%	F: ·	G: -9%	H: -1%
molecule: CCOC(=O)C1(Cc2cccc(OC)c2)CCCN(Cc2ccc(NC(C)=O)cc2)C1 (centres undefined)
  A: 2	B: 2%	C: -5%	D: 3.0	E: 6%	F: 2%	G: -2%	H: -21%
molecule: COc1ccc(CNC(=O)C(c2ccccc2F)N(C(=O)c2csnn2)C2CC2)cc1 (centres undefined)
  A: 1	B: 1%	C: 10%	D: -1.6	E: -4%[57.1 µM]	F: 0%	G: -4%	H: -5%
molecule: C=CCn1c(SCC(=O)NC2CCCC2)nc2c([nH]c3ccccc32)c1=O
  A: 0	B: 11%	C: -10%	D: 0.8	E: 9%	F: 1%	G: -2%	H: -3%
molecule: NNC(=S)NCc1ccccc1
  A: -2	B: 0%	C: 4%	D: -8.7	E: -2%	F: 1%	G: -5%	H: -12%
molecule: O=C1CS(=O)CN1c1ccc(Oc2ccccc2)cc1 (centres undefined)
  A: 1	B: -4%	C: -4%	D: -3.9	E: -9%	F: -1%	G: -11%	H: -5%
molecule: CC(C(=O)O)c1n[nH]c(=O)c2ccccc12 (centres undefined)
  A: ·	B: -4%	C: 9%	D: -3.6	E: -4%	F: -4%	G: -5%	H: -6%
molecule: Cc1cc(N/N=C/c2ccc(O)cc2O)c2ccccc2n1
  A: 7	B: -13%	C: -6%	D: 0.1	E: -7%	F: -1%	G: 2%	H: -4%
molecule: Cc1ccc2ccc3cccnc3c2n1
  A: -2	B: -6%	C: 16%	D: -1.8	E: 11%	F: ·	G: -14%	H: -4%
molecule: CCCN(c1ccccc1C(=O)O)S(=O)(=O)c1ccc2c(c1)n(C)c(=O)n2C
  A: -16	B: -4%	C: 1%	D: -0.5	E: 0%	F: 1%	G: -1%	H: 2%
molecule: O=C(NC1CCCCCC1)C1CCCN(S(=O)(=O)c2cnc[nH]2)C1 (centres undefined)
  A: 7	B: 5%	C: -3%	D: -0.6	E: 8%	F: 1%	G: -1%	H: -16%

# Entries of single compounds, quoted from the list:
# CC(C(=O)O)c1n[nH]c(=O)c2ccccc12 (centres undefined) in the list: PI5P4Ka inh: ·; EPAC2 antag: -4%; EPAC1 ag: 9%; CCT chaperon mod: -3.6; WRN helicase inh: -4%; Mm-Cpn inhibitor: -4%; PLK1 PBD inh: -5%; EPAC1 antagonist: -6%
# O=C1CS(=O)CN1c1ccc(Oc2ccccc2)cc1 (centres undefined) in the list: PI5P4Ka inh: 1; EPAC2 antag: -4%; EPAC1 ag: -4%; CCT chaperon mod: -3.9; WRN helicase inh: -9%; Mm-Cpn inhibitor: -1%; PLK1 PBD inh: -11%; EPAC1 antagonist: -5%
# CCOC(=O)C1(Cc2cccc(OC)c2)CCCN(Cc2ccc(NC(C)=O)cc2)C1 (centres undefined) in the list: PI5P4Ka inh: 2; EPAC2 antag: 2%; EPAC1 ag: -5%; CCT chaperon mod: 3.0; WRN helicase inh: 6%; Mm-Cpn inhibitor: 2%; PLK1 PBD inh: -2%; EPAC1 antagonist: -21%

# Carrying on:
# Keys – A = PI5P4Ka inh; B = EPAC2 antag; C = EPAC1 ag; D = CCT chaperon mod; E = WRN helicase inh; F = Mm-Cpn inhibitor; G = PLK1 PBD inh; H = EPAC1 antagonist
molecule: CN(C)c1ccc(NC(=O)COC(=O)c2cc(Cl)ccc2[N+](=O)[O-])cc1
  A: 3	B: -3%	C: 11%	D: -90*	E: 0%	F: 2%	G: -10%	H: -17%
molecule: CCCc1cc(=O)[nH]c(SCC(=O)N2CCc3ccccc3C2)n1
  A: 0	B: -9%	C: 5%	D: -4.0	E: 4%	F: 0%	G: -14%	H: 11%
molecule: CC(C)NC(=O)NC(=O)COc1ccc(Br)cc1Br
  A: 26	B: 6%	C: 4%	D: 0.7	E: -13%	F: -2%	G: 6%	H: -15%
molecule: COc1ccc(CC(=O)Nc2ccc(C(=O)NCC(C)C)cc2)cc1
  A: 1	B: -4%	C: -14%	D: 0.2	E: -6%	F: 0%	G: -4%	H: -11%
molecule: CC1CCCN(C(=O)Cn2c(=O)oc3cc(S(=O)(=O)N4CCCCC4)ccc32)C1 (centres undefined)
  A: 1	B: -4%	C: -9%	D: -3.8	E: -4%	F: 3%	G: -6%	H: -23%
molecule: CC(=O)c1ccc(N2CCN(S(=O)(=O)c3cn(C)cn3)CC2)cc1
  A: 1	B: 3%	C: 3%	D: 0.0	E: 1%	F: -1%	G: -13%	H: -5%
molecule: O=C(c1cccc(Br)c1)N1CCN(S(=O)(=O)N2CCCCCC2)CC1
  A: -8	B: -6%	C: -2%	D: -2.9	E: -18%	F: -2%	G: -10%	H: -23%
molecule: O=C(COn1nnc2ccccc21)N1CCN(Cc2ccccc2)CC1
  A: 3	B: 8%	C: -7%	D: -0.4	E: 1%	F: 1%	G: 4%	H: -4%
molecule: CCc1ccccc1NC(=S)N=Nc1c(O)n(C)c2ccc(S(=O)(=O)N3CCOCC3)cc12
  A: -6	B: 7%	C: -12%	D: 0.1	E: -17%[57.1 µM]	F: 1%	G: -6%	H: 7%
molecule: Cc1cnc(C(=O)OCC(=O)c2cccc3ccccc23)cn1
  A: -20	B: 3%	C: -47%	D: -2.2	E: 1%	F: -2%	G: -6%	H: -7%
molecule: COc1nc(OC)nc(N2CCC(C(=O)Nc3cccc4ccccc34)CC2)n1
  A: ·	B: -3%	C: 6%	D: 0.0	E: -1%	F: 0%	G: 0%	H: -2%
molecule: Cc1n[nH]c(C)c1S(=O)(=O)N1CCCC(C(=O)NC2CCCc3ccccc32)C1 (centres undefined)
  A: -4	B: 5%	C: -10%	D: -2.6	E: 0%	F: 1%	G: -21%	H: -21%
molecule: CC(=O)N1CCN(C(=O)c2cccc(NS(=O)(=O)c3ccc(Br)cc3)c2)CC1
  A: -6	B: 7%	C: 1%	D: -0.7	E: -9%	F: 2%	G: -5%	H: 6%
molecule: CCC(NS(=O)(=O)c1cn(C)nc1C)c1ccccc1 (centres undefined)
  A: 1	B: 11%	C: -8%	D: -31*	E: 4%	F: 3%	G: -29%	H: -24%
molecule: CSc1ccccc1OCc1cc(C(=O)N2CCN3CCCC3C2)no1 (centres undefined)
  A: 1	B: 3%	C: 15%	D: -3.1	E: -1%	F: 0%	G: -11%	H: 2%
molecule: O=[N+]([O-])c1cc(S(=O)(=O)Oc2ccccc2)ccc1Cl
  A: -7	B: 10%	C: 6%	D: -17	E: ?	F: ·	G: -15%	H: ?
molecule: COc1ccc(Cl)cc1NC(=O)CNc1ccccc1CN(C)C1CCCCC1
  A: 30	B: -13%	C: 7%	D: -2.8	E: -14%	F: 1%	G: -3%	H: -9%
molecule: O=C(NC1CCCN(Cc2ccc(Cl)cc2)C1)C1CCC1 (centres undefined)
  A: -5	B: 5%	C: -7%	D: 1.4	E: -4%	F: -1%	G: -12%	H: -5%
molecule: CCOC(=O)c1sc2nccc(OC)c2c1N=CNOC
  A: 0	B: -8%	C: 4%	D: -0.5	E: -7%	F: -5%	G: -9%	H: -1%
molecule: CCN1C[C@@H]2[C@@H]3C(=O)N(C)C(=O)[C@@H]3[C@](C)(C1=O)N2C(=O)c1ccccc1
  A: 0	B: 4%	C: 2%	D: -0.1	E: 5%	F: ·	G: -10%	H: 5%
molecule: O=C(CN(C(=O)CCC(=O)Nc1nccs1)c1ccc(F)cc1)NCc1ccc2c(c1)OCO2
  A: -1	B: 2%	C: -1%	D: 0.8	E: 1%	F: -1%	G: -1%	H: 1%
molecule: O=C1CC[C@@]23CCCN2C(=O)CCCC3C1 (some centres undefined)
  A: 6	B: 0%	C: 6%	D: 1.1	E: -6%	F: 2%	G: -9%	H: -8%

# Three compounds already listed, sorted by number of heavy atoms, lowest first.
# Keys – A = PI5P4Ka inh; B = EPAC2 antag; C = EPAC1 ag; D = CCT chaperon mod; E = WRN helicase inh; F = Mm-Cpn inhibitor; G = PLK1 PBD inh; H = EPAC1 antagonist
molecule: O=C(NC1CCCN(Cc2ccc(Cl)cc2)C1)C1CCC1 (centres undefined)
  A: -5	B: 5%	C: -7%	D: 1.4	E: -4%	F: -1%	G: -12%	H: -5%
molecule: COc1nc(OC)nc(N2CCC(C(=O)Nc3cccc4ccccc34)CC2)n1
  A: ·	B: -3%	C: 6%	D: 0.0	E: -1%	F: 0%	G: 0%	H: -2%
molecule: O=C(CN(C(=O)CCC(=O)Nc1nccs1)c1ccc(F)cc1)NCc1ccc2c(c1)OCO2
  A: -1	B: 2%	C: -1%	D: 0.8	E: 1%	F: -1%	G: -1%	H: 1%
